Bcl-XL Bim block: inhibitors of Bim-Bcl-XL interaction, human; AID 1007; 0.04% of 190,000 active; inhibition, % at 10 µM; Q07817; Bim peptide-Bcl-XL binding, bead flow cytometry, fluorescence
RGS4-Gao reg: human RGS4-Galphao interaction regulation | P09471 | Multiplexed bead flow cytometry, RGS4-Galphao binding; actives lie on both sides | binding response (% of control), % at 10 µM | 0.33% of 220,000 active | AID 1415; in the data active = binding response below about 49% or above about 150%; inactive = in between;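 also: fluorescent Galphao activated with aluminum fluoride binding bead-coupled RGS4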
Mcl-1 Bim block: disrupts Bim peptide binding to human Mcl-1; AID 1009; Bead-based flow cytometry, Bim peptide-Mcl-1 binding; inhibition, % at 10 µM; 0.1% of 190,000 active; Q07820;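 also: 0% = no compound tracer wells and 100% = peptide blocker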
Target sequence (Q07820 whole entry, looked up): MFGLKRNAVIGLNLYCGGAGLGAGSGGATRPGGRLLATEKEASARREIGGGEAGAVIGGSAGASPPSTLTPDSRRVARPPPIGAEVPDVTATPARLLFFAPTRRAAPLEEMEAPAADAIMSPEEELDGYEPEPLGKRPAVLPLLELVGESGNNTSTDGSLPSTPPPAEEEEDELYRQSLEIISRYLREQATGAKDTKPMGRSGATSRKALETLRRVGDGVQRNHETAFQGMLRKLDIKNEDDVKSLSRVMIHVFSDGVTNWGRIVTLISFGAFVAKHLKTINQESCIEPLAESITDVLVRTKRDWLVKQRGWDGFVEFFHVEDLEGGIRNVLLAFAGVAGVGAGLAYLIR
Bcl-2 Bim block: human Bim-Bcl-2 interaction inhibition. AID 950. 0.06% of 190,000 active. P10415. inhibition, % at 10 µM. Bead-based flow cytometry, Bim peptide-Bcl-2 binding; in the data active = inhibition above about 40%; inconclusive = no clear call, values can overlap the other calls;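 also: 0% = no compound wells with probe peptide and 100% = reference peptide inhibitor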
Bcl-W Bim block: human Bim-Bcl-W interaction inhibition | Q92843 | bead-based flow cytometry, Bim peptide-Bcl-W binding | inhibition, % at 10 µM | 0.02% of 190,000 active;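 also: 0% = bound tracer without compound and 100% = peptide blocker; higher means less fluorescent Bim peptide bound to Bcl-W beads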
ABCB1 block: inhibitors of human ABCB1 transporter, ABCG2 counter-screen; P08183; CCRF-Adr cells, JC-1 efflux, flow cytometry; inhibition, % at 6.6 µM; 0.067% of 190,000 active; AID 1326; in the data active = inhibition above about 40%;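 also: 0% = vehicle and 100% = reference inhibitor; higher value means more JC-1 retained so stronger ABCB1 efflux block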
ABCG2 inh: inhibitors of human ABCG2 transporter, ABCB1 counter-screen | Q9UNQ0 | IgMXP3 cells, JC-1 efflux, flow cytometry | inhibition, % at 6.6 µM | 0.1% of 190,000 active;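 active = inhibition above 80%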;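 also: 0% = DMSO and 100% = nicardipine control wells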
Target sequence (Q9UNQ0 whole entry, looked up): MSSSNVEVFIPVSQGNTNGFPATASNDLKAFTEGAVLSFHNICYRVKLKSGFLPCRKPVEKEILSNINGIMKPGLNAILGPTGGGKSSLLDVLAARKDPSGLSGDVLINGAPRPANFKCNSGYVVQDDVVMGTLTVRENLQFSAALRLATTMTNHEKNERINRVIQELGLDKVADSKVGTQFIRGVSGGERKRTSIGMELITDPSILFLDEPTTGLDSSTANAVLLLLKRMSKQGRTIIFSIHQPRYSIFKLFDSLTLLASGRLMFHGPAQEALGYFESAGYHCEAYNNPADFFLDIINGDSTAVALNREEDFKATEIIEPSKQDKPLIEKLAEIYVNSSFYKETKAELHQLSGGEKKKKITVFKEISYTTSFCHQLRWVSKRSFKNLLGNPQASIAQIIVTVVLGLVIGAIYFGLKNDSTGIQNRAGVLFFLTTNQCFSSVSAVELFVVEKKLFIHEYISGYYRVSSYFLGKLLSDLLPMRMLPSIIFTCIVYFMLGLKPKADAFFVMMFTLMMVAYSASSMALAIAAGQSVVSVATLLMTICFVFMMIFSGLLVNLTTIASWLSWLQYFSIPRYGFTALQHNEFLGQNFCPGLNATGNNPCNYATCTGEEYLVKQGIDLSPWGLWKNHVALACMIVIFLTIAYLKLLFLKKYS
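Test system: ABCG2 IgMXP3 and barcoded ABCB1 CCRF-Adr cell mix; Schedule: cells with compound and JC-1, 10 min at 25 °C, rotating, no wash; Technique: flow cytometry of retained JC-1 fluorescence; Measure: % inhibition of efflux relative to nicardipine and DMSO; Controls: nicardipine high and DMSO low controls.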
Bim-Bcl-B: human Bim-Bcl-B interaction inhibition | Q9HD36 | bead-based flow cytometry, Bim peptide-Bcl-B binding | inhibition, % at 10 µM | 0.073% of 190,000 active;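 also: 0% = tracer peptide without compound and 100% = reference inhibitor peptide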
Bim-Bfl-1: disrupts Bim binding to human Bfl-1; 0.12% of 190,000 active; inhibition, % at 10 µM; Bead-based flow cytometry, Bim-Bfl-1 binding inhibition;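 also: 0% = wells without compound plus tracer and 100% = blocker peptide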
RGS7-Gao reg: modulates binding of RGS7 to human Galphao. binding response (% of control), % at 10 µM. Multiplexed bead flow cytometry; actives lie on both sides. AID 1439. 0.35% of 220,000 active; in the data active = binding response below about 49% or above about 150%; inconclusive = no clear call, values can overlap the other calls; inactive = in between;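 also: fluorescent Galphao held in activated GDP-AlF4 state binding bead-coupled RGS7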
RGS8-Gao: human RGS8-Galphao interaction regulation; 0.34% of 220,000 active; multiplexed bead flow cytometry, RGS8-Galphao binding; actives lie on both sides; response (percent of control binding), % at 10 µM; AID 1423; in the data active = response below about 60% or above about 140%; inactive = in between;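 also: Galphao activated as the GDP aluminium fluoride complex binding bead-coupled RGS8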
Active calls of the source: *; ? = inconclusive. Rule as the data show it, unless noted: active = inhibition above about 40%.

Second line of a record: Bcl-XL Bim block	RGS4-Gao reg	Mcl-1 Bim block	Bcl-2 Bim block	Bcl-W Bim block	ABCB1 block	ABCG2 inh	Bim-Bcl-B	Bim-Bfl-1	RGS7-Gao reg	RGS8-Gao
Cc1cc(C(=O)Nc2nc3c(s2)CCCC3)cs1
    -5	101	-3	-3	-11	0.4	1	-5	-2	98	100
CC/C(=N\NC(=S)NC(C)C)c1ccc(OC(F)F)cc1
    -5	98	-2	-5	-4	0.6	4	-12	-1	?	98
O=C(CNC(=O)c1ccc(Cl)cc1)OCc1nc2ccccc2s1
    -5	95	-6	1	-5	-0.2	0	0	-1	96	97
N#C/C(C(=O)Oc1ccccc1)=C1\C=Cc2ccccc2N1
    -2	89	-3	-4	-3	-0.2	0	-1	-3	88	96
COCCNc1oc(-c2ccc(Cl)cc2)nc1C#N
    5	100	4	1	1	0.0	12	0	-1	101	99
COc1ccc(Cn2c(C)nc3oc4cc(OC)ccc4c(=O)c3c2=O)cc1
    -13	91	1	-6	2	0.4	0	0	-10	94	100
Cc1cc(C)c([N+](=O)[O-])cc1-c1ccc(/C=N/NC(=O)c2nonc2N)o1
    1	99	4	0	4	-0.2	-1	0	2	100	99
COc1ccc(Sc2nc(-c3ccccc3)ncc2OC)cc1
    -3	100	-5	-5	-2	0.7	3	-2	2	97	100
CCCc1ccc(-c2csc(NC(=O)Cc3cccs3)n2)cc1
    -12	102	-3	-4	-2	-2.0	9	-6	-8	102	103
Cc1ccc2c(c1)nnn2C1CCN(CC(=O)N2CCN(c3ccc(F)cc3)CC2)CC1
    0	98	4	-6	2	5.6	25	-3	-7	96	100
Cc1ccc(-n2c(C)cc(C(=O)CN3CCCCC3)c2C)cc1
    -4	99	-3	0	-2	8.3	8	-8	-1	101	113
O=C(Nc1ccc(F)c([N+](=O)[O-])c1)c1cccs1
    -1	104	-3	-1	-2	0.3	2	-2	-5	104	105
O=C(Cc1n[nH]c(=O)[nH]c1=O)N/N=C/c1ccccc1
    -2	103	-1	0	0	0.2	0	-3	0	102	104
Cc1ccccc1NC(=O)C1CCCN(S(=O)(=O)c2cccc3cccnc23)C1 (stereo not drawn)
    -3	102	1	-8	2	1.6	6	-6	-9	104	104
COc1ccccc1CN1CCN(Cc2nc(-c3cccs3)no2)CC1
    -1	103	-1	0	-4	3.0	3	-7	-5	99	98
O=C(O)CCCC(=O)Nc1ccc(C(=O)N2CCCCC2)cc1
    3	98	0	0	0	0.5	1	1	0	99	96
Cc1ccc(S(=O)(=O)CCSc2cccc(C(=O)Nc3ccccc3C(=O)O)c2)cc1
    -5	102	-1	-7	-2	-0.4	-2	-7	-12	101	100
CC1(C)Cc2nc(N)c(=O)sc2C1
    0	98	-1	-4	-3	0.2	1	-5	-1	99	99
N#Cc1c(N)n(C2CCCCC2)c2nc3ccccc3nc12
    1	101	4	-2	1	0.7	29	-4	-1	102	102
O=C(CC1C(=O)NCCN1C(=O)c1ccc(F)cc1)OCc1ccccc1 (stereo not drawn)
    -6	110	1	10	2	-0.2	2	1	5	107	111
CCCCCCCCCCCCCCCC[n+]1cccc2ccccc21
    -3	104	0	7	0	0.3	-4	-14	-3	101	102
Cc1cccc(NC(=O)CSc2nnc(-c3ccccc3C)o2)c1
    -10	102	-6	-21	-5	-0.6	24	-9	-16	108	107
Nc1ncc(-c2cc3ccccc3oc2=O)s1
    -8	103	-4	-7	0	0.3	3	-11	-11	98	102
O=S(=O)(Cc1cccc(F)c1)c1c[nH]c2ccccc12
    -4	97	0	-2	1	0.5	3	-5	-7	94	101
Cc1nc([N+](=O)[O-])c(Br)n1CC(=O)c1ccc2ccccc2c1
    -4	98	-2	-6	0	0.0	6	-6	-12	108	101
O=C(CCC1CCCC1)NCCCN1CCOCC1
    4	100	-1	-6	3	-0.2	0	-7	-8	102	103
Cc1cccc(NC(NC(=O)c2ccccc2[N+](=O)[O-])C(Cl)(Cl)Cl)c1 (stereo not drawn)
    -4	100	-5	-5	-3	1.2	4	-8	0	98	101
CCOC(=O)C[n+]1c(C)csc1C
    -5	133	-2	-4	-2	-0.3	0	-6	0	139	128
CCOC(=O)C1(CCOc2ccccc2)CCN(C(=O)c2ccc(-n3cccn3)cc2)CC1
    -6	101	-2	-3	-5	7.5	12	-6	-4	104	101
O=C(NCc1ccc2c(c1)OCO2)C1CCN(Cc2cnn(-c3ccccc3)c2-n2cccc2)CC1
    -3	102	-4	-5	-5	1.5	2	-3	-2	102	103

Single records (already shown):
Record of Cc1ccc2c(c1)nnn2C1CCN(CC(=O)N2CCN(c3ccc(F)cc3)CC2)CC1 = Bcl-XL Bim block: 0; RGS4-Gao reg: 98; Mcl-1 Bim block: 4; Bcl-2 Bim block: -6; Bcl-W Bim block: 2; ABCB1 block: 5.6; ABCG2 inh: 25; Bim-Bcl-B: -3; Bim-Bfl-1: -7; RGS7-Gao reg: 96; RGS8-Gao: 100
Record of O=C(CC1C(=O)NCCN1C(=O)c1ccc(F)cc1)OCc1ccccc1 (stereo not drawn) = Bcl-XL Bim block: -6; RGS4-Gao reg: 110; Mcl-1 Bim block: 1; Bcl-2 Bim block: 10; Bcl-W Bim block: 2; ABCB1 block: -0.2; ABCG2 inh: 2; Bim-Bcl-B: 1; Bim-Bfl-1: 5; RGS7-Gao reg: 107; RGS8-Gao: 111

Structures listed so far containing an aryl thioether with sulfur outside any ring, in the order listed:
Second line of a record: Bcl-XL Bim block	RGS4-Gao reg	Mcl-1 Bim block	Bcl-2 Bim block	Bcl-W Bim block	ABCB1 block	ABCG2 inh	Bim-Bcl-B	Bim-Bfl-1	RGS7-Gao reg	RGS8-Gao
COc1ccc(Sc2nc(-c3ccccc3)ncc2OC)cc1
    -3	100	-5	-5	-2	0.7	3	-2	2	97	100
Cc1ccc(S(=O)(=O)CCSc2cccc(C(=O)Nc3ccccc3C(=O)O)c2)cc1
    -5	102	-1	-7	-2	-0.4	-2	-7	-12	101	100
Cc1cccc(NC(=O)CSc2nnc(-c3ccccc3C)o2)c1
    -10	102	-6	-21	-5	-0.6	24	-9	-16	108	107

Additional records follow:
Second line of a record: Bcl-XL Bim block	RGS4-Gao reg	Mcl-1 Bim block	Bcl-2 Bim block	Bcl-W Bim block	ABCB1 block	ABCG2 inh	Bim-Bcl-B	Bim-Bfl-1	RGS7-Gao reg	RGS8-Gao
O=C(Nc1ccc2c(c1)CCC2)C1CCCN(c2ncccn2)C1 (stereo not drawn)
    0	105	0	-4	-1	0.0	1	0	-4	104	104
COc1ccc(CNc2ccc(C(=O)O)cc2)cc1
    -4	106	0	-6	0	-0.4	31	-5	-7	107	108
COc1ccc(N2CCN(C(=O)CCNC(=O)c3ccc(C(C)(C)C)cc3)CC2)cc1
    -3	99	-1	-5	-4	0.3	1	-6	-2	99	101
CC(=O)Nc1ccc(N2C(=O)c3ccc(C(=O)Nc4nnc(SCc5ccc(F)cc5)s4)cc3C2=O)cc1
    0	101	1	-1	0	-0.7	2	-4	-4	99	102
COc1cccc(NC(=O)C2CC(=O)OC23CCOC(C)(C)C3)c1 (stereo not drawn)
    -3	90	0	-3	0	0.8	2	2	-2	92	98
CCN(CC)C(=O)CSc1nnc(COc2ccccc2)n1N
    -1	102	0	-2	1	0.1	3	-1	-5	101	102
Cc1ccccc1NS(=O)(=O)c1ccc(C2CNC(=O)C2)cc1 (stereo not drawn)
    3	79	-2	-9	-1	-0.2	0	-6	-12	81	91
CCCCc1ccc(-c2csc(/C(C#N)=C\c3ccc(C)o3)n2)cc1
    0	100	-2	4	2	-0.3	-1	-4	2	99	98
COc1ccc(-c2cc(O)cc(O)c2)cc1
    0	102	-4	0	-1	0.3	2	-3	-2	103	99
CCCC(=O)Nc1ccc2oc(-c3ccc(OC)c(Br)c3)nc2c1
    -9	103	-6	-9	-2	-0.8	0	-10	-14	109	99
COc1ccc(C(CC(=O)O)NS(=O)(=O)c2ccc(C)cc2)cc1 (stereo not drawn)
    -1	99	-1	-1	-2	1.5	5	-2	-2	101	99
O=C(C1CCN(Cc2ccccc2)CC1)N1CCCC1
    -3	112	-6	-6	-3	-0.6	0	-2	-4	108	114
CCOC(=O)Cc1csc(NC(=O)c2ccoc2C)n1
    0	96	-3	1	-5	0.2	2	-4	0	96	106
Fc1cccc(CN2CCN(c3ncccn3)CC2)c1
    -3	106	-2	-3	-2	3.0	6	0	-6	108	114
COc1ccc(C2SCCN2S(=O)(=O)c2ccccc2)cc1OC (stereo not drawn)
    -9	100	0	-8	2	-0.1	3	-7	-10	95	100
Clc1ccc(-c2nnc3c4ccccc4nc(N4CCOCC4)n23)cc1Cl
    -3	101	-1	-3	-2	1.8	14	-4	-2	101	99
O=C1CN(C(=O)/C=C/c2ccccc2F)c2ccccc2N1
    -3	92	-3	0	-1	-0.1	5	-4	0	?	94
O=C(NC(Cc1c[nH]c2ccccc12)C(=O)O)c1ccc(F)cc1 (stereo not drawn)
    -1	98	0	-10	-2	0.2	0	-2	-5	102	100
CCCn1c(N)c(C(c2ccc(OC)cc2)N2CCN(c3ccccc3)CC2)c(=O)[nH]c1=O (stereo not drawn)
    -2	100	-3	-3	0	0.9	2	-2	-4	101	101
CCOc1ccc(NC(=O)N2CCC(NC(=O)C(Cc3ccc(OC)c(OC)c3)NC(C)=O)CC2)cc1 (stereo not drawn)
    0	95	-4	-2	0	-0.2	0	-3	-1	96	101
Clc1ccc(-n2nnc(-c3nccs3)n2)cc1Cl
    2	92	-3	-1	3	0.3	2	-7	2	94	95
Cc1cc(C(=O)CSc2n[nH]c(N)n2)c(C)n1-c1ccc2c(c1)OCO2
    -5	99	-5	0	0	-0.2	-2	-8	1	103	99
CS(=O)(=O)N(CC(=O)Nc1cccc(F)c1)c1cccc([N+](=O)[O-])c1
    -1	106	-1	-3	0	0.4	1	1	0	103	110
CCOC(=O)c1cnc(-n2[nH]c(C)cc2=O)[nH]c1=O
    -1	106	1	0	1	-1.5	-6	1	-2	103	104
Cc1ccc(OCC(O)Cn2c(=N)n(CCN3CCCCC3)c3ccccc32)cc1 (stereo not drawn)
    -6	107	2	-2	-1	0.3	1	-5	-7	104	103
